Tb PGK inh: blocks T. brucei phosphoglycerate kinase. P07378. PGK/GAPDH coupled, Kinase-Glo luminescence, 60 min. Potency, µM (titrated, usually from 57.5 µM), inactives show at the highest dose activity change, negative = inhibition, most hits filed as inhibitors. hit rate 0.043% among 380,000; note: % is set by controls: 0 for no effect and ±100 for the full control effect; nearly all actives have a fitted effect of over 60% in size
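Recombinant glycosomal PGK reaction used 1,3-bisphosphoglycerate generated in-well by GAPDH (100nM final) in 100mM TEA pH 7.6, 5mM MgCl2, 0.01% Tween-20. After 60 minutes at room temperature, ATP was read by Kinase-Glo Plus luminescence end-point.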
HP1b chromo inh: inhibitors of HP1-beta chromodomain binding to methylated histone tails. P83916. AlphaScreen HP1-beta / biotin-H3K9me3 peptide binding. Potency, µM (series often up to 114 µM), inactives show top-dose activity change, negative = inhibition, hits mostly inhibitors. hit rate 0.56% among 390,000. AID 540317; note: nearly all actives have a fitted effect of over 70% in size; inactives centre near 23
Target sequence (P83916 whole entry, looked up): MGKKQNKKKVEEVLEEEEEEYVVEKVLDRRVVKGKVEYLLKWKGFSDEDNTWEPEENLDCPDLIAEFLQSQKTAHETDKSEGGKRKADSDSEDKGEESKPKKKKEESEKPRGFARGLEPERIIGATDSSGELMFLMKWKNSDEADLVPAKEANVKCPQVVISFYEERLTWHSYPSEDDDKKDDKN
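AlphaScreen: HP1-beta (50 nM) preformed 30 min with biotin-H3(1-18)K9me3 peptide (50 nM) in PBS pH 7.4, 0.01% Tween-20. Compound added for 30 min at RT, then streptavidin donor/nickel chelate acceptor beads (10 ug/mL) for 30 min.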
Pol iota inh: blocks human DNA polymerase iota activity | Pol iota fluorescent replication assay, 10 min | Potency, µM (titrated, usually from 115 µM), for the others: at the top dose activity, negative = inhibition, actives largely listed as inhibitors | hit rate 1% among 390,000 | AID 588590
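Fluorescent replication assay read twice, at 0 min and 10 min after adding 50 nM (final) substrate. Enzyme (10 nM) and compounds were first incubated 15 min at room temperature; enzyme-free buffer wells were negative controls.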
BLM inh: Bloom syndrome helicase (human) inhibition; recombinant BLM DNA unwinding, fluorescence dequenching; hit rate 0.2% among 350,000; Potency, µM (top dose mostly 56.1 µM), for the others: top-dose activity change, negative = inhibition, hits mostly inhibitors;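 note: plate controls were vehicle for no effect and no enzyme for full effect; nearly all actives have a fitted effect of over 35% in size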
GLS inhibitor: glutaminase GLS (human) inhibition. O94925. GLS enzymatic activity, qHTS titration. Potency, µM (titrated, usually from 45.5 µM), for the others: top-dose activity change, negative = inhibition, hits mostly inhibitors. hit rate 0.21% among 410,000. AID 624170; note: % is set by controls: 0 for no effect and ±100 for the full control effect
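Compounds were pin-transferred onto hKGA, after which L-glutamine (1 mM solution) and a detection mix of glutamate oxidase, HRP and Amplex Red were added. Initial and 30 min RT fluorescence reads were collected.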
BAZ2B inh: blocks human BAZ2B. AID 504333. Q9UIF8. Potency, µM (top dose mostly 114 µM), for the others: top-dose activity change, negative = inhibition, hits mostly inhibitors. hit rate 4.4% among 360,000. AlphaScreen BAZ2B-H3K14Ac peptide displacement; note: % is set by controls: 0 for no effect and ±100 for the full control effect; nearly all actives have a fitted effect of over 60% in size
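AlphaScreen displacement of biotin-H3(5-23)K14Ac peptide (50 nM final) from BAZ2B (50 nM final) in PBS pH 7.4, 0.01% Tween-20; complex preformed 30 min RT, then compounds (top 110 uM) 30 min RT, beads 20 min dark.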
JMJD2A Tudor inh: inhibitors of human JMJD2A Tudor domain. AID 504339. O75164. AlphaScreen JMJD2A-Tudor / H3K4me3 peptide binding. hit rate 4.4% among 390,000. Potency, µM (titrated, usually from 114 µM), for inactives: top-dose activity change, negative = inhibition, usual class: inhibitors; note: % is set by controls: 0 for no effect and ±100 for the full control effect; nearly all actives have a fitted effect of over 50% in size
G9a block: inhibitors of human histone lysine methyltransferase G9a; Q96KQ7; G9a H3K9 monomethylation, AlphaScreen, 2 h; hit rate 8.8% among 350,000; Potency, µM (top dose mostly 102 µM), inactives show at the highest dose activity, negative = inhibition, most hits filed as inhibitors; note: % is set by controls: 0 for no effect and ±100 for the full control effect; nearly all actives have a fitted effect of over 75% in size
Target sequence (Q96KQ7 913-1193 limits assumed): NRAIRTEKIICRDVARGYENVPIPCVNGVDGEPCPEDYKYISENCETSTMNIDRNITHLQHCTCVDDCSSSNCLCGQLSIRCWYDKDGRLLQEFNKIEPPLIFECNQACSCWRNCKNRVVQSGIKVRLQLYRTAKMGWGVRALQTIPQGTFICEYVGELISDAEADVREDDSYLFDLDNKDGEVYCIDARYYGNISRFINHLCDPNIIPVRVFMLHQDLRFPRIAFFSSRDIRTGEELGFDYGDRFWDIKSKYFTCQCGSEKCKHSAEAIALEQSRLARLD
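Methyltransferase reactions run at room temperature for 2 h (20 nM enzyme, 500 nM biotin-H3K9 peptide, 20 uM SAM) after a 15 min compound preincubation; product detected by AlphaScreen beads and anti-H3K9me1 antibody.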
Pin1 inh: human Pin1 inhibition; Q13526; Pin1 FP peptide displacement, HiFluor488, 10 min; Potency, µM (highest dose often 115 µM), for the others: top-dose activity, negative = inhibition, most hits filed as inhibitors; hit rate 0.009% among 390,000; AID 504891; active = well fitted inhibition curve with a large enough effect in the polarisation, with a control signal flat, not every such curve was filed as active; inconclusive = small, poorly fitted or top-dose-only effect, or effect the other way, or a change in a side signal; inactive = no such curve, though single readings can be large or run the other way; the % refers to the polarisation; note: % is set by controls: 0 for no effect and ±100 for the full control effect
Target sequence (Q13526 whole entry, looked up): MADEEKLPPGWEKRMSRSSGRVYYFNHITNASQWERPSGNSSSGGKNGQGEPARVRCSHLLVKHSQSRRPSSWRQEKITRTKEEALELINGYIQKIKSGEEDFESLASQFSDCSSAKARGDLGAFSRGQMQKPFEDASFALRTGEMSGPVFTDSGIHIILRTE
The depositor's hits bear a star; i = inactive; ? = inconclusive; nt = no result given; [ ] = remark or other dose. Unless noted, calls come from the whole dose curve; as a rule, active = well fitted curve in the direction sought with a large enough effect; inconclusive = small, poorly fitted or top-dose-only effect, or another doubt; inactive = no such curve, though single readings can be large; an effect the other way counts as inactive or inconclusive. Potency is the fitted concentration of half-maximal effect. Not all compounds are listed (hit frequency here may not be typical).

SMILES	Tb PGK inh	HP1b chromo inh	Pol iota inh	BLM inh	GLS inhibitor	BAZ2B inh	JMJD2A Tudor inh	G9a block	Pin1 inh
O=C(NCc1ccccn1)C1CC(c2ccccc2O)=NO1 (centres undefined)	i	8.2%	72.8%[activator]	-8.5%	-0.7%	-12.6%	-22.0%	6.0%	-11.1%
CN(C1CCCCC1)S(=O)(=O)c1ccc(S(=O)(=O)N(CC(=O)Nc2ccccc2)C2CC2)cc1	-3.4%	-0.4%	11.4%	-10.8%	11.4%	-20.4%	-21.1%	-1.1%	3.9%
COc1ccccc1C(=O)NC(CCSC)C(=O)OCC(=O)N1CCN(S(=O)(=O)c2ccc(C)cc2)CC1 (centres undefined)	i	-4.1%	16.2%	nt	0.7%	nt	-26.4%	nt	9.1%
C=C(C)C1CC=C(C)/C(=N\NC(=O)CCc2ccccc2)C1 (centres undefined)	-0.6%	28.3%	3.7%	-2.1%	0.0%	-2.1%	-10.4%	8.5%[59 µM]	-5.5%
CC(C)c1ccc(/C=N/n2cnnc2)cc1	10.0%	16.8%	30.7%[activator]	-3.7%	-1.9%	-17.7%	-10.8%	16.7%	-0.9%
COc1ccc(CN(C)C(=O)CNC(=O)c2ccc3ccccc3c2)c(OC)c1	-6.2%	20.0%	61.6%[activator]	-2.4%	0.7%	?	-12.7%	-1.1%	-7.0%
COc1cccc(/C=C/C(=O)Nc2ccc(OC)nc2)c1	-7.7%	19.3%	18.5%	-12.0%	6.9%	7.9%	-18.9%	24.1%[59 µM]	?
Cc1ccc(S(=O)(=O)N(C)CC(=O)Nc2cc(C)ccn2)cc1	2.7%	0.6%	6.9%	nt	1.7%	10.5%	-9.2%	13.4%	4.0%
Cc1ccccc1NS(=O)(=O)c1ccc(C(=O)NCC(C)(C)N2CCOCC2)cc1	i	30.0%	28.0%	nt	-6.9%	8.0%	-1.4%	-1.1%[0.501 µM]	-3.0%
COc1ccccc1S(=O)(=O)Cc1ccc(C(=O)NCc2cccnc2)o1	-1.7%	66.1%[activator]	7.4%	-4.5%	0.2%	8.8%	-3.5%	?	1.5%
O=C1N(c2cccc(Cl)c2)C(c2ccc(Cl)cc2)N2CCCN12 (centres undefined)	i	6.5%	-5.2%	-9.3%	-5.5%	-2.6%	2.1%[57.1 µM]	-0.6%	0.1%
COc1cccc(CNC(=O)c2nnc(Cc3ccc(Cl)cc3)o2)c1	i	25.7%	23.1%	-0.9%	2.7%	3.5%	-13.4%	10.0%[59 µM]	-8.8%
CN(CCO)S(=O)(=O)c1ccc2c(c1)C(=O)c1cc(S(=O)(=O)N(C)CCO)ccc1-2	2.4%	30.2%	9.8%	-7.4%	-3.6%	2.7%	-7.6%	6.1%[0.501 µM]	-4.3%
O=C1COc2ccc(C(=O)COC(=O)c3ccccc3Cl)cc2N1	-8.7%	14.3%	7.0%	nt	0.5%	nt	-4.9%	nt	67.2%[activator]
COc1ccc(C(=O)NCc2ccc3c(c2)OCO3)cc1	-1.2%	35.5%	64.6%[activator]	0.7%	-5.8%	11.7%	8.8%	2.0%	-4.3%
CN(C)S(=O)(=O)c1ccc(F)c(C(=O)Nc2ccccc2C(=O)NC2CC2)c1	2.2%	28.1%	13.8%	nt	10.0%	1.4%	?	-6.4%[2.33 µM]	1.3%
COc1ccc(CN(C)C(=O)c2ccc(NS(=O)(=O)c3ccc(C)c([N+](=O)[O-])c3)cc2)c(OC)c1OC	0.5%	-4.9%	17.7%	nt	-10.4%	-28.9%	-24.7%	?	-1.8%
COc1ccc(C(=O)OCC(=O)c2ccc3c(c2)NC(=O)CO3)cc1[N+](=O)[O-]	i	32.8%	104.2%[activator]	nt	2.7%	nt	-3.4%	nt	15.0%
CC(Oc1ccc(Br)cc1)C(=O)NC1CCN(Cc2ccccc2)CC1 (centres undefined)	i	14.9%	8.3%	nt	6.2%	-1.6%	-25.7%	?	-0.4%
CCOc1ccc(Cn2c(CNS(=O)(=O)c3ccc(C(C)(C)C)cc3)nc3cccnc32)cc1	-0.5%	27.6%[57 µM]	21.1%	-9.3%	7.3%	-13.4%	-16.1%	4.3%[59 µM]	50.6%[activator]
COc1cccc(Cn2ccn(-c3ccc(F)cc3)c(=O)c2=O)c1	2.1%	49.8%[activator]	29.3%	0.8%	2.5%	-1.2%	5.3%	2.2%[59 µM]	-23.2%
Cc1ccc(CS(=O)Cc2ccc(C(=O)NCCc3ccccc3)o2)cc1 (centres undefined)	0.0%	43.3%[activator]	28.0%	1.2%	-14.3%	-14.0%	-10.3%	50.8%[activator]	5.1%
Cc1c(Cl)cccc1NC(=O)Cn1nc(C(F)(F)F)c2c1CCC2	-9.8%	21.7%	5.6%	-2.1%	6.1%	2.2%	-4.8%	4.7%[59 µM]	1.6%
Cc1ccc(NS(=O)(=O)c2ccc(C(=O)NCCN3CCOCC3)cc2)cc1	-6.4%	33.4%	9.4%	nt	9.4%	nt	-9.0%	nt	-13.0%
COc1ccc(C(c2nnnn2C2CCCC2)N2CCc3ccccc3C2)cc1OC (centres undefined)	i	28.6%	-10.4%	-10.1%	-0.3%	?	-32.6%	-5.6%[59 µM]	5.3%

(list continues)
SMILES	Tb PGK inh	HP1b chromo inh	Pol iota inh	BLM inh	GLS inhibitor	BAZ2B inh	JMJD2A Tudor inh	G9a block	Pin1 inh
c1ccc(OCc2nn3c(-c4ccco4)nnc3s2)cc1	-2.5%	25.0%	20.1%	-1.6%	6.8%	-7.9%	-24.6%	50.1µM*	1.2%
CC(=O)OCCCCCCCCCCC[N+]1(C)CCCCC1	-7.8%	18.6%	20.8%	-6.0%	-2.2%	-21.2%	-1.7%	44.7µM*	-0.5%
CC1=C(C(=O)OCc2ccc3c(c2)OCO3)C(c2ccc(Cl)cc2)NC(=O)N1 (centres undefined)	nt	16.8%	6.0%	-1.4%	1.2%	-4.9%	-14.1%	?	1.4%
c1ccc(Nc2ccc(-n3ccnc3)nn2)cc1	-6.9%	34.7%	11.0%	2.8%	11.2%	-28.4%	-0.7%	17.4%	7.3%
CCN(C(=O)CN1CCc2ccccc21)c1c(N)n(Cc2ccccc2)c(=O)[nH]c1=O	-1.0%	43.5%[activator]	-10.0%	-8.5%	-2.9%	-15.9%	-16.8%	28.2µM*	3.9%
C=CCNC(=S)N/N=C/c1ccc(-c2ccc(Br)cc2)o1	-1.3%	21.1%	-0.4%	-5.3%	7.5%	-1.9%	-18.2%	?	-3.5%
CC(C)C[C@H](NC(=O)C1CC(=O)N(c2ccc3c(c2)OCO3)C1)C(=O)NC1CCCCC1 (some centres undefined)	-2.3%	27.5%	?	-3.3%	-8.2%	-4.4%	-4.2%	12.5%	-2.1%
Cc1ccc(C(=O)NCCCNC(=O)c2ccccc2C)cn1	6.1%	5.0%	49.1%[activator]	1.4%	6.4%	-1.4%	-14.0%	-1.8%	-12.2%
CC(CCc1ccccc1)NC(=O)COC(=O)c1ccc(NC(=O)CC#N)cc1 (centres undefined)	i	61.7%[activator]	3.0%	-4.3%	0.9%	0.8%	-9.0%	-10.5%[2.33 µM]	42.5%[activator]
Cc1c(C(=O)N(C)C)sc(NC(=O)c2cc([N+](=O)[O-])cc([N+](=O)[O-])c2)c1C#N	-9.8%	-9.3%	-7.5%	-4.4%	-6.2%	3.4%	-32.8%	-38.5%	?
Cn1nnnc1SCC(=O)N1CCN(C(c2ccccc2)c2ccccc2)CC1	-4.6%	32.0%	15.2%	0.3%	6.4%	4.4%	-14.9%	?	-9.1%
O=C1Cc2ccccc2C(c2c(Cl)cccc2Cl)N1 (centres undefined)	-0.3%	7.6%	110.6%[activator]	-8.0%	0.8%	3.4%	-10.2%	22.6%	-4.0%
CCOc1cc(C(=O)Nc2ccc3c(c2)OCO3)ccc1OC(F)F	-11.1%	14.3%	9.9%	-4.6%	-6.7%	1.2%	0.0%	-26.1%[59 µM]	-1.0%
CN(C(=O)c1ccc(NC(=O)Cc2ccc(NC(=O)C3CCN(C(=O)C4CCCCC4)CC3)cc2)cc1)C1CCCC1	4.5%	35.5%	54.7%[activator]	nt	-1.8%	nt	-8.0%	nt	7.4%
Cc1nn(C)c(C(=O)N2CCOCC2)c1Cl	5.7%	44.2%[activator]	5.9%	0.4%	-0.5%	24.1%	4.2%	-16.5%[59 µM]	-0.9%
CC(NC(=S)N1CCN(c2ccccc2)CC1)c1ccccc1 (centres undefined)	-8.7%	28.9%	22.7%	-1.7%	22.9%	-13.2%	-13.4%	6.1%[12.7 µM]	0.6%
COC(=O)Nc1nc2c(C)cccc2s1	-4.4%	54.8%	0.9%	0.6%	2.2%	4.4%	-16.4%	-2.4%[12.7 µM]	-6.8%
O=C(COc1ccc(Br)cc1)Nc1ccc(-c2nnc(-c3ccco3)o2)cc1	1.1%	26.2%	12.1%	2.0%	0.1%	8.1%	38.1%[activator]	6.6%[12.7 µM]	5.7%
COc1ccc(Cl)cc1NC(=O)Cn1c(=O)n(CCC(=O)NCc2ccc3c(c2)OCO3)c(=O)c2ccccc21	5.8%	19.4%	19.3%	-9.6%	0.3%	-36.6%	-6.5%	-14.0%[59 µM]	44.1%[activator]

Entries from the list above with a nitro group on carbon (3):
SMILES	Tb PGK inh	HP1b chromo inh	Pol iota inh	BLM inh	GLS inhibitor	BAZ2B inh	JMJD2A Tudor inh	G9a block	Pin1 inh
COc1ccc(CN(C)C(=O)c2ccc(NS(=O)(=O)c3ccc(C)c([N+](=O)[O-])c3)cc2)c(OC)c1OC	0.5%	-4.9%	17.7%	nt	-10.4%	-28.9%	-24.7%	?	-1.8%
COc1ccc(C(=O)OCC(=O)c2ccc3c(c2)NC(=O)CO3)cc1[N+](=O)[O-]	i	32.8%	104.2%[activator]	nt	2.7%	nt	-3.4%	nt	15.0%
Cc1c(C(=O)N(C)C)sc(NC(=O)c2cc([N+](=O)[O-])cc([N+](=O)[O-])c2)c1C#N	-9.8%	-9.3%	-7.5%	-4.4%	-6.2%	3.4%	-32.8%	-38.5%	?
